D2 antag – antagonizes the human D2 dopamine receptor; P14416; HEK293 TREx D2 cells, calcium flux, dopamine EC80; inhibition, % at 10 µM; 340,000 tested, 2% active; in the data active = inhibition above about 30%; note: 0% is about no effect
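Dopamine at EC80 is the agonist stimulus; test compounds precede it by 180 s. Calcium flux read kinetically in a force-coupled, inducible HEK293 T-REx D2 cell line.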
TRHR PAM – allosteric enhancers of human TRH receptor. AID 493056. P34981. 360,000 tested, 0.66% active. TRHR cells, fluo-8 calcium fluorescence, EC20 TRH enhancement. enhancement, % at 2 µM; in the data active = enhancement above about 30%; note: 0% is about no effect
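Enhancer read-out: after compound pinning and an initial kinetic agonist-mode read, an EC20 of TRH (10 nM final) was injected and fluo-8 calcium signal (Ex 480/Em 530) followed at 1 s/cycle for 100 cycles in TRHR-expressing cells.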
Pin1 inhibitor – inhibitors of human Pin1. Q13526. Pin1 FP peptide displacement, HiFluor488, 10 min. Potency, µM (highest dose often 115 µM), without a hit: at the highest dose activity, negative = inhibition, most hits filed as inhibitors. 390,000 tested, 0.009% active. AID 504891; active = well fitted inhibition curve with a large enough effect in the polarisation, with a control signal flat, not every such curve was filed as active; inconclusive = small, poorly fitted or top-dose-only effect, or effect the other way, or a change in a side signal; inactive = no such curve, though single readings can be large or run the other way; the % refers to the polarisation; note: potency is the fitted concentration of half-maximal effect; % is set by controls: 0 for no effect and ±100 for the full control effect
Target sequence (Q13526 whole entry, looked up): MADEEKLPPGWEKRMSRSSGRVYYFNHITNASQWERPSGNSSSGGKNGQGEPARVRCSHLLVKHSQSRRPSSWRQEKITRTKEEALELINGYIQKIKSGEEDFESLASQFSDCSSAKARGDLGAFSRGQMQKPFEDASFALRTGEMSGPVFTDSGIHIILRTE
mIDH1 inhibitor – inhibitors of human mutant IDH1 R132H | Potency, µM (highest dose often 76.6 µM), for inactives: top-dose activity change, negative = inhibition, hits mostly inhibitors | 390,000 tested, 0.093% active | AID 602179 | O75874 | IDH1-R132H enzyme, NADPH consumption, diaphorase/resazurin fluorescence; note: potency is the fitted concentration of half-maximal effect; % is set by controls: 0 for no effect and ±100 for the full control effect; nearly all actives have a fitted effect of over 65% in size
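IDH1-R132H (0.5 ug/mL) preincubated 30 min with compound, then NADPH (0.016 mM) and alpha-KG (2 mM) added; 80 min at RT, pH 7.5. Remaining NADPH coupled via diaphorase/resazurin to fluorescence (540/590 nm); concentration-response curves normalized to no-enzyme control.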
TrxR1 substrate – is turned over as a substrate by rat TrxR1. purified TrxR1 substrate turnover, NADPH consumption readout. 390,000 tested, 0.01% active. AID 588456. Potency, µM (highest dose often 114 µM), inactives show at the highest dose activity change, negative = substrate turnover; note: potency is the fitted concentration of half-maximal effect; % is set by controls: 0 for no effect and ±100 for the full control effect; nearly all actives have a fitted effect of over 50% in size
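Rat TrxR1, dispensed at 90 nM, was prereduced with 400 uM NADPH (final) for 5 min at ~22 deg C, then incubated with compound 15 min before 400 uM selenite. A first-read NADPH fluorescence drop versus no-compound background flagged substrates.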
D2 agonist – D2 dopamine receptor (human) agonism; activation, % at 2 µM; AID 485358; HEK293 T-REx D2 cells, calcium flux agonist mode; P14416; 340,000 tested, 0.53% active;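 active = activation over 3 SD above normal in the single-dose calcium agonist read, cut at about 30% in these data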; note: 0% is about no effect
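HEK293 Trex D2 cells, tetracycline-induced, o/n 30 C 5% CO2; no-wash Ca dye, RT 30–90 min; 10-cycle baseline, 23 nl cpd added, kinetic Ca read 180 s; agonist hits = positive Ca response.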
USP1-UAF1 inh – inhibitors of human USP1/UAF1 deubiquitinase | 390,000 tested, 0.23% active | Potency, µM (titrated, usually from 57.1 µM), for inactives: at the highest dose activity change, negative = inhibition, hits mostly inhibitors | O94782 | recombinant USP1/UAF1, Ub-Rhodamine cleavage fluorescence; note: potency is the fitted concentration of half-maximal effect; % is set by controls: 0 for no effect and ±100 for the full control effect; nearly all actives have a fitted effect of over 60% in size; inactives centre near -12
Target sequence (O94782 whole entry, looked up): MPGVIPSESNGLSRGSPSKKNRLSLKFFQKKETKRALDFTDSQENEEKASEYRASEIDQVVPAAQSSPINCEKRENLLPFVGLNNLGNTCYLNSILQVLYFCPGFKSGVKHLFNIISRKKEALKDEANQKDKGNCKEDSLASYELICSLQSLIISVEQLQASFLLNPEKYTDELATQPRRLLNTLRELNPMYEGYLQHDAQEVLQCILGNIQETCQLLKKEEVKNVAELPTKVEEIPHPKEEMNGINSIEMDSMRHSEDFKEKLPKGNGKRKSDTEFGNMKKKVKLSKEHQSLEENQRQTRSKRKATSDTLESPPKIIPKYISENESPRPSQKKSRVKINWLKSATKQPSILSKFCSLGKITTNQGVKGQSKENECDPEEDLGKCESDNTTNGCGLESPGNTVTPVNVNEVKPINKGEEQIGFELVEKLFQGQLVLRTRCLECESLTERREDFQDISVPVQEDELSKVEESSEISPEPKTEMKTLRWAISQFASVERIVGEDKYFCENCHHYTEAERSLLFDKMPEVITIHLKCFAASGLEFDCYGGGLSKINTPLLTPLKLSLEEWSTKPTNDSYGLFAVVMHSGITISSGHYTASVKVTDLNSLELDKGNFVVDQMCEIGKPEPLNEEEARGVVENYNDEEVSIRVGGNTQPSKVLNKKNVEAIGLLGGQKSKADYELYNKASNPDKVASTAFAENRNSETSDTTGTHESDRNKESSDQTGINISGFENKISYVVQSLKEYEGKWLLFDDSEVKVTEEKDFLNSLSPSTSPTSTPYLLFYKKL
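USP1/UAF1 complex at 1 nM was preincubated with compound for 15 min at room temperature, then Ub-Rho substrate (150nM final) was added. Fluorescence (480/540 nm) was read kinetically, 6 reads every 60 seconds.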
TRHR agonist – activates the human TRH receptor | P34981 | TRHR cells, calcium flux fluo-8, FDSS agonist mode | activation, % at 2 µM | 360,000 tested, 0.18% active | AID 493084; in the data active = activation above about 30%; note: 0% is about no effect
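Fluo-8-loaded TRHR cells; 10 s baseline, compound added, kinetic Ca2+ fluorescence read 1/s, agonist mode.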
rTrxR1 inhibitor – inhibitors of rat thioredoxin reductase 1 | recombinant rTrxR1, NADPH fluorescence consumption, selenite substrate | Potency, µM (series often up to 114 µM), without a hit: at the highest dose activity change, negative = inhibition, usual class: inhibitors | 390,000 tested, 1% active | AID 588453; note: potency is the fitted concentration of half-maximal effect; % is set by controls: 0 for no effect and ±100 for the full control effect; nearly all actives have a fitted effect of over 65% in size
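Rat TrxR1 (90 nM in the dispensed reagent) was pre-reduced with 400 uM NADPH for 5 min at room temperature, then incubated with compound for 15 min. After 400 uM selenite was added, NADPH fluorescence (Ex 340/Em 450 nm) was followed for 8 min.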
The depositor's hits bear a star; ? = inconclusive; / = no result given; [ ] = remark or other dose. Unless noted, calls come from the whole dose curve; as a rule, active = well fitted inhibition curve with a large enough effect; inconclusive = small, poorly fitted or top-dose-only effect; inactive = no such curve, though single readings can be large or run the other way. This is a subset; the hit share may differ from the screen's.

SMILES	D2 antag	TRHR PAM	Pin1 inhibitor	mIDH1 inhibitor	TrxR1 substrate	D2 agonist	USP1-UAF1 inh	TRHR agonist	rTrxR1 inhibitor
CCOc1ccc(NC(=O)c2cc(S(=O)(=O)N3CCCC3)c[nH]2)cc1	/	6	2%	-1%	-10%	0.2	6%	0.0	-14%
Cc1ccc(Cl)cc1NC(=O)CSC(N)=O	9	-8	-2%	7%	-26%[57.1 µM]	0.5	-22%	1.3	20%[57.1 µM]
Cc1ccc(NC(=O)NCCCN2CCOCC2)cc1	18	21	-5%	8%	4%[57.1 µM]	0.9	-11%	-0.3	24%[57.1 µM]
CCC(C)C(=O)Nc1ccccc1N1CCN(c2ccc(F)cc2)CC1 (centres undefined)	-14	8	6%	2%	7%[57.1 µM]	-0.4	-21%	1.6	12%[57.1 µM]
COc1ccc(OC)c(NC(=O)C2CCN(S(=O)(=O)c3ccc(C)cc3)CC2)c1	/	-6	13%	0%	1%	-1.4	?	-1.2	9%
C/C(CC(=O)Nc1ccc(F)cc1)=N\NC(=O)COc1ccccc1	-2	-9	-7%	1%	-8%	-0.5	-1%	-0.2	?
COc1cc(/C=C/C(=O)O)ccc1O	/	/	4%	-2%	-1%	/	19%	/	-8%
COc1ccc(NC(=O)c2ccc(NCCCN3CCOCC3)c([N+](=O)[O-])c2)cc1	0	-4	-1%	8%	-15%	-0.1	-22%	-1.8	-19%
CCN(CC)Cc1c(-c2ccccc2)[nH]c2ccc(C)cc2c1=O	19	10	3%	12%	1%[57.1 µM]	0.9	-9%	-0.1	5%[57.1 µM]
O=C(COc1ccc(S(=O)(=O)N2CCCCC2)cc1)NCC1CCCO1 (centres undefined)	7	2	-3%	3%	-6%	-0.2	-11%	0.8	2%
NC(=O)c1cc(N)ccc1N1CCCC1	3	-8	24%	23%	20%	0.8	?	0.9	-36%[57.1 µM]
O=C(Nc1cccn(Cc2c(Cl)cccc2Cl)c1=O)c1ccccc1Cl	11	-4	45%[activator]	4%	7%	-0.8	-25%	-0.2	17%
O=c1cc(NCc2ccccc2)[nH]c(=O)[nH]1	/	/	-7%	-3%	16%[57.1 µM]	/	-7%	/	-17%[57.1 µM]
CCc1ccccc1N1C(=O)C(Cl)=C(N2CCOCC2)C1=O	2	0	8%	-10%	-6%	1.1	-21%	0.0	5%
Cc1cc2cc(OCc3ccccc3)ccc2n1C	-13	1	2%	9%	0%	0.8	-18%	-0.2	18%

As a short view, some entries already given.
SMILES	D2 antag	TRHR PAM	Pin1 inhibitor	mIDH1 inhibitor	TrxR1 substrate	D2 agonist	USP1-UAF1 inh	TRHR agonist	rTrxR1 inhibitor
COc1ccc(OC)c(NC(=O)C2CCN(S(=O)(=O)c3ccc(C)cc3)CC2)c1	/	-6	13%	0%	1%	-1.4	?	-1.2	9%
C/C(CC(=O)Nc1ccc(F)cc1)=N\NC(=O)COc1ccccc1	-2	-9	-7%	1%	-8%	-0.5	-1%	-0.2	?
COc1cc(/C=C/C(=O)O)ccc1O	/	/	4%	-2%	-1%	/	19%	/	-8%
COc1ccc(NC(=O)c2ccc(NCCCN3CCOCC3)c([N+](=O)[O-])c2)cc1	0	-4	-1%	8%	-15%	-0.1	-22%	-1.8	-19%
CCN(CC)Cc1c(-c2ccccc2)[nH]c2ccc(C)cc2c1=O	19	10	3%	12%	1%[57.1 µM]	0.9	-9%	-0.1	5%[57.1 µM]
O=C(COc1ccc(S(=O)(=O)N2CCCCC2)cc1)NCC1CCCO1 (centres undefined)	7	2	-3%	3%	-6%	-0.2	-11%	0.8	2%
NC(=O)c1cc(N)ccc1N1CCCC1	3	-8	24%	23%	20%	0.8	?	0.9	-36%[57.1 µM]
O=C(Nc1cccn(Cc2c(Cl)cccc2Cl)c1=O)c1ccccc1Cl	11	-4	45%[activator]	4%	7%	-0.8	-25%	-0.2	17%
O=c1cc(NCc2ccccc2)[nH]c(=O)[nH]1	/	/	-7%	-3%	16%[57.1 µM]	/	-7%	/	-17%[57.1 µM]

Next entries follow:
SMILES	D2 antag	TRHR PAM	Pin1 inhibitor	mIDH1 inhibitor	TrxR1 substrate	D2 agonist	USP1-UAF1 inh	TRHR agonist	rTrxR1 inhibitor
CC1SC(c2ccc(Cl)cc2)NC1=O (centres undefined)	-19	1	-5%	13%	-4%	-0.1	-1%	-0.1	-7%
CCN(CC)C(=O)CSCc1cnn(-c2ccccc2)c1-n1cccc1	7	0	3%	10%	1%	-0.9	-21%	-1.1	3%
Cc1cc(NC(=O)CCN2C(=O)/C(=C/c3ccccc3F)SC2=S)no1	2	1	/	/	/	-0.3	/	-0.3	/
COc1cc2c(cc1OC)C(c1cc(C)ccc1C)CC(=O)N2 (centres undefined)	-17	-1	-1%	0%	7%	-0.2	-14%	0.5	15%
O=C1CC(C(F)(F)C(F)(F)C(F)(F)C(F)F)=Nc2ccccc2N1	14	-12	-2%	3%	2%	0.6	-15%	0.2	4%
COC(=O)C1=C(C)NC(C)=C(C(=O)OC)C1c1ccc(-c2cccc([N+](=O)[O-])c2)o1	-3	3	11%	4%	-9%	-0.5	-4%	-0.1	?
COc1ccc(CCNC(=O)COC(=O)c2cccs2)cc1OC	7	2	-1%	9%	1%	-1.2	-12%	-0.3	16%
COc1cccc(Nc2nnc(SCC(=O)Nc3sccc3C(N)=O)s2)c1	-5	28	21%	1%	-3%	0.0	-12%	0.0	-2%
OC(COCc1ccc(Cl)cc1)CN1CCc2ccccc2C1 (centres undefined)	-3	10	2%	-3%	-15%	-0.8	-4%	-1.0	-15%
Cc1nc2ccccn2c1C(=O)NCc1cccnc1	/	-1	?	1%	4%[57.1 µM]	/	-12%	0.4	14%[57.1 µM]
O=C(CNCCC1=CCCCC1)Nc1ccc(N2CCCCCC2)cc1	-9	3	-4%	3%	-3%[57.1 µM]	1.3	-22%	2.5	-4%[57.1 µM]
CC(C)(C)OC(=O)N1CCC(c2c(C(=O)NC3CCN(Cc4ccccc4)CC3)cnn2-c2ccc(F)cc2F)CC1	/	10	2%	7%	4%	/	-2%	3.1	14%
Cc1noc(C)c1C(=O)NCCc1c(C)[nH]c2ccccc12	-13	4	-1%	-8%	3%	1.1	-22%	2.2	6%
O=C(O)c1ccc(CN(Cc2ccccc2)S(=O)(=O)c2ccc(Cl)cc2)cc1	4	9	-1%	6%	11%[57.1 µM]	1.3	-25%	0.3	4%[57.1 µM]
NC(=O)[C@@H]1CCCN1Cc1nc(-c2cccs2)no1	1	-1	4%	1%	3%[57.1 µM]	-0.5	-33%	-1.6	5%[57.1 µM]
COc1ccc(C(CC(=O)Nc2ncccc2C)N2Cc3ccccc3C2=O)cc1 (centres undefined)	4	2	-3%	10%	2%	-0.4	-13%	0.6	21%
Cc1ccc(NC2CCCN(C(=O)c3cnc4ccccn4c3=O)C2)cc1C (centres undefined)	-18	9	0%	-8%	9%	0.1	-22%	0.4	-11%
NS(=O)(=O)c1ccc(CCNC(=O)CN2CCN(c3ccccc3O)CC2)cc1	-2	8	4%	4%	5%	4.3	-5%	0.1	24%
Cc1cc(Cl)ccc1NC(=O)C1CCN(c2nnc(-n3c(C)ccc3C)s2)CC1	/	-3	16%	/	-4%	-0.4	-24%	-0.5	-22%
COC1=CC(=O)OC(c2ccco2)C1 (centres undefined)	/	/	-12%	0%	-3%	/	-5%	/	9%
Cc1nc2oc3ccc(Cl)cc3c(=O)c2cc1C(=O)O	-8	3	44%[activator]	8%	12%[57.1 µM]	1.6	-17%	0.5	7%[57.1 µM]
Cc1cc(C(=O)OCC(=O)Nc2c(Cl)cccc2C(F)(F)F)c(C)o1	/	16	-1%	-6%	-2%	/	-20%	0.2	12%
Cc1c(CC(=O)N2CCN(C(=O)C3COc4ccccc4O3)CC2)c(=O)oc2c(O)c(O)ccc12 (centres undefined)	60*	-13	-3%	2%	2%	87*	-9%	-0.1	4%
Cc1[nH]c(C)c(S(=O)(=O)N2CCN(c3cccc(C(F)(F)F)c3)CC2)c1C(=O)N1CCCC1	3	-11	-1%	-15%	6%	0.0	?	-0.5	18%
O=C(Cn1c(NCCO)nc2ccccc21)Nc1cccc(S(=O)(=O)N2CCCC2)c1	/	/	0%	7%	5%[57.1 µM]	/	-12%	/	8%[57.1 µM]
O=C(NOC(=O)c1ccccc1)c1ccccc1	7	0	-8%	1%	-2%	-0.5	-29%	-0.5	-4%
CN(C)c1cccc(C(=O)OCCNC(=O)c2cccc(S(=O)(=O)N3CCOCC3)c2)c1	-1	4	-7%	15%	10%[57.1 µM]	-0.6	2%	-1.0	30%[57.1 µM]
CCNC(=O)NC(=O)COC(=O)c1cccc(S(=O)(=O)N2CC3(C)CC2CC(C)(C)C3)c1 (centres undefined)	-14	0	1%	11%	-6%	1.1	-17%	0.7	0%
COc1ccc(-n2c(N)cc(=O)nc2SCC(=O)NC2CCCCC2)cc1	/	/	-6%	0%	9%[57.1 µM]	/	0%	/	22%
CNCc1cc(Cl)cc(OC)c1OC(C)C	4	5	1%	-13%	-3%	0.0	-2%	0.4	-5%
Cc1nnc2sc(-c3cccc(F)c3)nn2c1=O	0	4	2%	0%	-1%	1.2	-18%	0.8	3%
CCN1C(=O)[C@H]2[C@H]3CN=C(SCC4CC4)N3[C@@](CC)(C(=O)OC)[C@H]2C1=O	/	/	1%	2%[38.3 µM]	3%	/	-8%	/	27%
Cc1ccc(S(=O)(=O)CCC(=O)Nc2nnc(-c3cccs3)o2)cc1	-10	6	1%	1%	6%	-0.3	-13%	0.5	-5%
Cc1ccc(Nc2nc(-c3ccccc3)nc3ccccc23)cc1	/	-6	12%	-10%	4%[57.1 µM]	-0.3	-29%	0.2	32%[57.1 µM]

Source: PubChem BioAssay (National Center for Advancing Translational Sciences (NCATS))
